From PubChem BioAssay
USP8 inh: inhibitors of human USP8 deubiquitinase; inhibition, % at 20 µM; purified USP8, Ub-rhodamine cleavage fluorescence, 30 min; hit rate 4.2% among 47,000; Ubiquitin carboxyl-terminal hydrolase 8 (Homo sapiens), P40818
USP7 block: inhibitors of human USP7 deubiquitinase. AID 1645854, 2021. hit rate 0.3% among 47,000. inhibition, % at 20 µM. purified USP7, Ub-rhodamine cleavage fluorescence. Ubiquitin carboxyl-terminal hydrolase 7 (Homo sapiens), Q93009
OTUD3 block: inhibitors of human OTUD3 deubiquitinase. OTU domain-containing protein 3 (Homo sapiens), Q5T2D3. purified OTUD3, Ub-rhodamine fluorescence, 2 h. inhibition, % at 25 µM. hit rate 0.7% among 47,000. AID 1645858, 2021
USP10 block: inhibitors of human USP10 deubiquitinase | purified USP10, Ub-rhodamine fluorescence, 60 min | hit rate 1.1% among 47,000 | inhibition, % at 20 µM
USP28 block: inhibitors of human USP28 deubiquitinase. Ubiquitin carboxyl-terminal hydrolase 28 (Homo sapiens), Q96RU2. purified USP28, Ub-rhodamine cleavage fluorescence, 30 min. inhibition, % at 25 µM. hit rate 3% among 47,000. AID 1645857, 2021
UCHL1 inh: inhibitors of human UCHL1 deubiquitinase; Ubiquitin carboxyl-terminal hydrolase isozyme L1 (Homo sapiens), P09936; purified UCHL1, Ub-rhodamine cleavage fluorescence; inhibition, % at 20 µM; hit rate 0.2% among 47,000; AID 1645859, 2021
Target sequence (P09936 whole entry, looked up): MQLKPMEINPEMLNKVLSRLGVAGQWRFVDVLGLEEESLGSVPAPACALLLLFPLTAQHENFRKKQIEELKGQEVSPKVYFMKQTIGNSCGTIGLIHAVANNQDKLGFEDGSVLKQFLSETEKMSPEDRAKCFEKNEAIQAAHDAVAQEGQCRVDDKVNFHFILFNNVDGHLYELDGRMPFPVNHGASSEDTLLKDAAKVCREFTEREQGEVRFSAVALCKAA
USP17 inh: inhibitors of human USP17 deubiquitinase; Ubiquitin carboxyl-terminal hydrolase 17-like protein 5 (Homo sapiens), A8MUK1; purified USP17, Ub-rhodamine cleavage fluorescence, 3 h; inhibition, % at 50 µM; hit rate 6.5% among 47,000; AID 1645855, 2021
Target sequence (A8MUK1 whole entry, looked up): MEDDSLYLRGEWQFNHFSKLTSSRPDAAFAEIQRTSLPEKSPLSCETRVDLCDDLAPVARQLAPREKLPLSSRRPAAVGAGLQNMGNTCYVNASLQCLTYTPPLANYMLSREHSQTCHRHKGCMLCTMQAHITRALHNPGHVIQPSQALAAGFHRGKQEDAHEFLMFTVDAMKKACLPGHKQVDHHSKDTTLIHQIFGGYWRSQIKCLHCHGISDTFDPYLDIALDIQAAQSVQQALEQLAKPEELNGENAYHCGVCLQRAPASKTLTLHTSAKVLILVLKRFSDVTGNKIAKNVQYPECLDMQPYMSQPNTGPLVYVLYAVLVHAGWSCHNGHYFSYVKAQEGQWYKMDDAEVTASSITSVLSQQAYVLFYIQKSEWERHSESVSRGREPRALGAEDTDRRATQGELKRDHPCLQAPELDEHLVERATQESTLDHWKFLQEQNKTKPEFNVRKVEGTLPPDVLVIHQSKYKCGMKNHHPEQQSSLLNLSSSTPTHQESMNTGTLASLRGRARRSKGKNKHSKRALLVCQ
USP30 inh: inhibitors of human USP30 deubiquitinase; purified USP30, Ub-rhodamine cleavage fluorescence; inhibition, % at 25 µM; hit rate 5.3% among 47,000; AID 1645860, 2021
Active calls of the source: *; · = no result given. Cut-off read from the data, not from the text of the source: active = inhibition above about 30%; inactive = the rest.

mol	OTUD3 block	UCHL1 inh	USP10 block	USP30 inh	USP17 inh	USP8 inh	USP7 block	USP28 block
O=C(NC1CCCC1)C(c1ccc(N2CCOCC2)cc1)N(C(=O)c1ccco1)c1ccccc1Cl (centres undefined)	2	4	2	21	-19	0	2	11
Cc1ccn2c(=O)cc(COc3cccc(NC(=O)COc4ccccc4C)c3)nc2c1	-37	3	-8	-271	-158	8	6	-44
Cc1nc(N)cc(C2CCCN2C(=O)c2cn3c(C)cccc3n2)n1 (centres undefined)	2	0	0	11	7	9	5	-1
CCOC(=O)C1(Cc2cc(-c3ccccc3C)no2)CCN(Cc2cccc(O)c2)CC1	1	11	11	22	11	8	14	5
CCCNC(=O)CN1CCC2(CC1)Nc1cc(Cl)ccc1C1=NCCN12	-3	2	0	-13	-2	0	0	-1
Cc1cccc(C(CC(=O)N2CCN(c3ccccc3)CC2)n2cccc2)c1 (centres undefined)	9	-7	2	0	1	-6	-7	-7
Cc1noc(C)c1CSc1ccccc1C(=O)N(C)Cc1ccc2c(c1)OCO2	17	2	3	25	7	1	-7	10
Cc1ccc(NC(=O)c2cn(C)nc2S(=O)(=O)N2CCCCC2)cc1	2	0	0	-11	3	0	-3	2
CNc1nc(C2CCCCN2C(C)=O)nc2c1CN(S(=O)(=O)c1ccccc1)CC2 (centres undefined)	-5	-2	-3	-18	-11	-4	-12	-8
O=S(=O)(Nc1nc(-c2ccco2)c(-c2ccco2)s1)c1ccc(F)cc1F	-24	8	-5	-421	-17	37*	-19	-29
Cc1cc(C)n(-c2nc3ccccc3nc2N2CCOCC2)n1	-19	-4	-4	-99	-30	-13	·	-29
O=S1(=O)CC=C(Sc2ncc(C(F)(F)F)cc2Cl)C1	1	2	-2	11	5	-2	-2	2
CNC(=O)C1Cc2ccccc2N1S(=O)(=O)c1cccnc1 (centres undefined)	-13	-8	-5	-44	-28	-47	-4	-19
COc1ccc(CCNC(=O)c2c(N)n(-c3cccc(F)c3)c3nc4ccccc4nc23)cc1	-59	7	-2	-102	38*	36*	1	-26
O=C(Nc1cc(=O)[nH]c2nc(CCc3ccccc3)nn12)c1ccccc1	-76	-3	-1	-179	-21	8	3	-78
CNC(=O)C1CN(C(=O)Nc2ccc3c(c2)CCC3)CC12CCOCC2 (centres undefined)	8	1	2	0	19	13	5	4
Cc1ccc(-c2noc(-c3nnc(SCC(=O)NC4CCCC4)n3C)n2)cc1	16	-1	2	29	53*	12	2	10
Cc1nn(C)cc1S(=O)(=O)N1CCc2cc(Cl)ccc21	-11	-1	-5	-25	-24	-4	-7	-23
CC1CCCCN1S(=O)(=O)c1cc(-c2nnc(C3CCCC3)o2)co1 (centres undefined)	17	3	0	-1	15	8	2	5
Cc1noc2ncnc(NC3CCCC3)c12	12	2	1	26	7	1	1	11

Complete entries from above.
O=S1(=O)CC=C(Sc2ncc(C(F)(F)F)cc2Cl)C1 is listed with OTUD3 block: 1; UCHL1 inh: 2; USP10 block: -2; USP30 inh: 11; USP17 inh: 5; USP8 inh: -2; USP7 block: -2; USP28 block: 2
Cc1ccc(-c2noc(-c3nnc(SCC(=O)NC4CCCC4)n3C)n2)cc1 is listed with OTUD3 block: 16; UCHL1 inh: -1; USP10 block: 2; USP30 inh: 29; USP17 inh: 53*; USP8 inh: 12; USP7 block: 2; USP28 block: 10

The results go on.
mol	OTUD3 block	UCHL1 inh	USP10 block	USP30 inh	USP17 inh	USP8 inh	USP7 block	USP28 block
CC[C@H]1C[C@H](C)[C@@]2(NC1=O)O[C@@H](C[C@H](O)[C@@H](C)CC/C=C/C=C(\C)[C@@H]1C/C=C/C=C/[C@H](O)[C@H](C)[C@@H](O)[C@@H](CCC(C)=O)C(=O)N[C@@H](C(C)C)C(=O)N[C@@H](Cc3cccc(O)c3)C(=O)N3CCC[C@H](N3)C(=O)O1)[C@H](C)[C@H](O)[C@@H]2C	-15	0	-2	-8	-10	0	3	-10
Cc1ccc(N(Cc2nc3nc(C)cc(C)n3n2)C(=O)Cc2ccc(Cl)cc2)cc1	1	1	-3	14	3	10	-68	0
Cc1ccc(OCc2nc(CC(=O)N3CCCCC3)cs2)cc1	-7	-2	-1	-11	-13	-3	-21	2
Fc1ccc(-c2noc(-c3nnc(NCc4cccnc4)c4ccccc34)n2)cc1	-2	-4	1	-3	75*	0	4	-8
Cn1c(CN2CCOCC2)nnc1Sc1ncccc1[N+](=O)[O-]	3	0	0	0	·	-113	-4	-9
Cc1cc(=O)oc2cc(OC(C)C(=O)NCCC3=CCCCC3)ccc12 (centres undefined)	-5	-2	2	-10	17	-3	-9	-2
COc1ccc(C2=Nc3ncnn3C2=NCc2ccc(F)cc2)cc1	2	-3	3	-1	0	6	0	5
O=C(NCC1(O)CCOc2ccccc21)c1ccc2c(c1)OCO2 (centres undefined)	1	-1	0	-1	-5	-46	-2	0
COCc1cc(=O)n2c(n1)N(Cc1ccccc1F)CC2	2	0	2	8	-2	-6	-1	7
O=C1CC(c2ccccc2)Cc2nc(NCc3ccco3)ncc21 (centres undefined)	-2	-6	6	-24	-26	-1	-91	-13

14 structures out of the list, arranged by molar mass, low to high.
mol	OTUD3 block	UCHL1 inh	USP10 block	USP30 inh	USP17 inh	USP8 inh	USP7 block	USP28 block
COCc1cc(=O)n2c(n1)N(Cc1ccccc1F)CC2	2	0	2	8	-2	-6	-1	7
CNC(=O)C1Cc2ccccc2N1S(=O)(=O)c1cccnc1 (centres undefined)	-13	-8	-5	-44	-28	-47	-4	-19
O=C(NCC1(O)CCOc2ccccc21)c1ccc2c(c1)OCO2 (centres undefined)	1	-1	0	-1	-5	-46	-2	0
Cc1ccc(OCc2nc(CC(=O)N3CCCCC3)cs2)cc1	-7	-2	-1	-11	-13	-3	-21	2
CNC(=O)C1CN(C(=O)Nc2ccc3c(c2)CCC3)CC12CCOCC2 (centres undefined)	8	1	2	0	19	13	5	4
Cc1ccc(NC(=O)c2cn(C)nc2S(=O)(=O)N2CCCCC2)cc1	2	0	0	-11	3	0	-3	2
Cc1cccc(C(CC(=O)N2CCN(c3ccccc3)CC2)n2cccc2)c1 (centres undefined)	9	-7	2	0	1	-6	-7	-7
Fc1ccc(-c2noc(-c3nnc(NCc4cccnc4)c4ccccc34)n2)cc1	-2	-4	1	-3	75*	0	4	-8
O=S(=O)(Nc1nc(-c2ccco2)c(-c2ccco2)s1)c1ccc(F)cc1F	-24	8	-5	-421	-17	37*	-19	-29
Cc1noc(C)c1CSc1ccccc1C(=O)N(C)Cc1ccc2c(c1)OCO2	17	2	3	25	7	1	-7	10
Cc1ccc(N(Cc2nc3nc(C)cc(C)n3n2)C(=O)Cc2ccc(Cl)cc2)cc1	1	1	-3	14	3	10	-68	0
Cc1ccn2c(=O)cc(COc3cccc(NC(=O)COc4ccccc4C)c3)nc2c1	-37	3	-8	-271	-158	8	6	-44
CNc1nc(C2CCCCN2C(C)=O)nc2c1CN(S(=O)(=O)c1ccccc1)CC2 (centres undefined)	-5	-2	-3	-18	-11	-4	-12	-8
CC[C@H]1C[C@H](C)[C@@]2(NC1=O)O[C@@H](C[C@H](O)[C@@H](C)CC/C=C/C=C(\C)[C@@H]1C/C=C/C=C/[C@H](O)[C@H](C)[C@@H](O)[C@@H](CCC(C)=O)C(=O)N[C@@H](C(C)C)C(=O)N[C@@H](Cc3cccc(O)c3)C(=O)N3CCC[C@H](N3)C(=O)O1)[C@H](C)[C@H](O)[C@@H]2C	-15	0	-2	-8	-10	0	3	-10

Next entries.
mol	OTUD3 block	UCHL1 inh	USP10 block	USP30 inh	USP17 inh	USP8 inh	USP7 block	USP28 block
O=C(CCc1nc2sc3c(c2c(=O)[nH]1)CCCCC3)NCc1ccc2c(c1)OCO2	-5	-4	-1	-9	5	-4	-8	0
O=C(CSc1ccc(-c2ccncc2)nn1)NCc1ccc2c(c1)OCO2	-1	-1	3	2	-1	-3	0	-7
COc1cccc2c3c(c(C)nc12)CC(CO)O3 (centres undefined)	9	1	0	11	14	-3	4	6
CCOCc1nc(-c2cccc(-c3ccn[nH]3)c2)no1	-4	-1	0	-15	-16	-1	·	-4
Cc1ccccc1C(=O)Nc1c(-c2cccc(C(F)(F)F)c2)c(=O)c2ccccc2n1C	-17	-2	0	-20	-11	-3	-8	-24
CN1CCCC(c2nnc3n2CCN(C(=O)c2cc4ccc(F)cc4[nH]2)CC3)C1 (centres undefined)	3	0	-1	5	-6	5	-5	-1
CCOC(=O)N1CCN(Cc2nc3ccc([N+](=O)[O-])cc3c(=O)n2-c2cccc(OC)c2)CC1	-15	-1	-1	-28	-30	-360	-16	-29
COC(=O)c1cc(OC)cc(O)c1C(=O)c1c(O)cc2cc(C)oc(=O)c2c1O	0	0	0	12	8	4	0	4
Cc1cc(C)c(C#N)c(Sc2ncc(C#N)c(N)n2)n1	9	-2	-8	-14	7	11	-8	1
CCc1ccc(-n2ccc(=O)c(-c3nc(-c4ccncc4)no3)n2)cc1	-2	-3	-2	·	39*	-2	-18	·
COc1ccc(NC(=O)c2nnc(C(=O)NCCN3CCCCCC3)s2)cc1	34*	6	10	52*	46*	-6	3	30
Cc1ccc2sc(NCc3ccncc3)nc2c1C	-11	-3	-2	-21	-15	-6	-1	-10
COc1ccc(CNC(=O)Cn2c(N3CCCC3)nc(C)cc2=O)cc1	7	2	0	6	9	15	0	14
O=C(CSc1ncnc2c1oc1ccccc12)Nc1cc(Cl)ccc1Cl	1	0	0	-5	-2	5	1	-4
CCOC(=O)C1CCN(C(=O)c2ccc3c(c2)NC(=O)C2CCCN32)CC1 (centres undefined)	-11	13	5	11	73*	93*	-6	12
CC(C)(C)C(=O)N1CCCC(c2cncc(N3CC4(CCCCC4)OC3=O)n2)C1 (centres undefined)	21	1	2	45*	18	-9	3	25
COc1ccc(CC(=O)Nc2cc(F)c3nc(N4CCOCC4)ccc3c2)cc1	-6	-3	3	-18	-4	49*	1	-18
COc1cccc(Cn2cc(S(=O)(=O)N3CCCCC3)ccc2=O)c1	14	0	2	15	4	0	-4	16
O=C(NCCc1c[nH]c2ccccc12)c1cn(-c2ccccc2)nc1-c1ccccc1	11	7	-1	4	15	18	11	8
Cc1nn(-c2nc3ccccc3o2)c2c1C(c1ccc(F)cc1)CC(=O)N2 (centres undefined)	11	5	0	25	3	0	2	10
COc1cccc(NC(=O)C(C)OC(=O)c2ccc(NS(=O)(=O)c3ccc(F)c(F)c3)cc2)c1 (centres undefined)	-4	1	12	-38	-52	-6	6	-6
Cc1ccc2cc(-c3noc(CCC(=O)N4CCCC4)n3)c(=O)[nH]c2c1	4	0	-1	·	7	2	3	·
Cc1ccc(C)c(NC(=O)CCS(=O)(=O)c2ccc3nc(C)sc3c2)c1	-1	0	1	26	1	-1	1	-5
O=C(O)c1ccc(NS(=O)(=O)c2ccc(N3CCCC3)c([N+](=O)[O-])c2)cc1	12	1	0	6	6	-18	8	15
COc1cccc(N(C(=O)C2CCCC2)c2nc3ccccc3s2)c1	-5	2	1	-32	-6	1	-2	12
Cc1cn2nnc(C(=O)NCc3ccccc3C(F)(F)F)c2c(=O)[nH]1	-9	-2	-2	-6	0	3	2	-10
COC(=O)c1c(C)nn(C)c1-c1ccno1	11	3	1	31*	16	14	8	7
O=C1CCCC2=C1C(c1ccc(O)cc1)n1ncc(C(=O)Nc3ccccc3)c1N2 (centres undefined)	7	0	-3	-4	1	-6	2	3
CCCNC(=O)CCc1nc2c(C)nn(-c3ccccc3)c2n(C)c1=O	2	0	-1	8	-4	0	3	-5
COc1ccc(CN2CCN(C(=O)CCc3c(C)noc3C)CC2)cn1	5	0	0	4	2	0	-20	6
COc1ccc(CC(=O)Nc2cc3c(cc2N2CCOCC2)n(C)c(=O)n3C)cc1OC	8	1	-1	1	5	18	4	-1
Cc1cc(C)n(-c2nc(C)c(C)c(=O)n2CC(=O)NC2CCCCC2)n1	-5	-2	-2	-15	-3	-7	-6	-10
CN1CCCN(C(=O)c2ccc(-n3cc(CNC(=O)C4CC4)cn3)cc2)CC1	3	0	0	4	0	5	4	1
COc1ccccc1N1C(=O)c2ccccc2NC1c1c(C)nn(C2CCS(=O)(=O)C2)c1Cl (centres undefined)	9	4	3	7	7	12	1	11
O=C(c1cc(-c2ccn(CC3CC3)n2)n2ccccc12)N1CCC(O)CC1	-14	-4	-6	-70	-17	-26	-11	-21

Compounds were not picked by outcome, and some 13% of all compounds hit somewhere here.
